Source: PubChem (several laboratories)
zfTRPN1 agonist = activates the zebrafish TRPN1 channel. HEK293 zebrafish TRPN1-YFP, Fluo-8 calcium fluorescence; 100% = response to 87 µM carbachol. activation, % at 3 µM. 220,000 tested, 0.18% active;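 active = activation above its plate's cutoff, the mean activation of test wells on that plate plus 3 SD, cut at about 19% in these data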;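 note: 0% = DMSO alone and 100% = 87 µM carbachol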
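Control set: carbachol 87 µM as high control, DMSO as low control; system: HEK293 stable line with zebrafish TRPN1-YFP; read-out: % activation versus carbachol response; detection: intracellular calcium fluorescence with Fluo-8; doses: single test compound dose, 3 µM nominal, 0.3% DMSO; schedule: dye 1 h 37 °C plus 30 min RT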
S1P4 agonist = activates the human S1P4 receptor | activation, % at 4.98 µM | S1P4-expressing cell line, agonist reporter assay | O95977 | 220,000 tested, 0.35% active; in the data active = activation above about 11%;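 note: 0% = DMSO vehicle and 100% = reference agonist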
Target sequence (O95977 whole entry, looked up): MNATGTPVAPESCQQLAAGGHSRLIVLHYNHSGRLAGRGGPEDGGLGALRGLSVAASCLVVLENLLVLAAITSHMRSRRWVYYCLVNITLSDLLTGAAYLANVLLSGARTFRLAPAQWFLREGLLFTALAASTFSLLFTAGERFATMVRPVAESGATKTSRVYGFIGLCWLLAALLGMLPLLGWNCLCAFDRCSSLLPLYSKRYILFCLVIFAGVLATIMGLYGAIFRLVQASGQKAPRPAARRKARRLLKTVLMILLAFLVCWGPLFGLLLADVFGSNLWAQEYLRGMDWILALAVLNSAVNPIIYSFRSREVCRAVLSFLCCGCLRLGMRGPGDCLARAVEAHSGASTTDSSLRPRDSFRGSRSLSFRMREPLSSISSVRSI
Ba/F3 V617F tox = lowers viability of Ba/F3 cells expressing EpoR and JAK2V617F. ATP luminescence. inhibition, % at 5.6 µM. 220,000 tested, 1.1% active. AID 1446;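 active = inhibition above the campaign mean plus 3 SD over all tested compounds, cut at about 24% in these data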;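 note: cytokine-independent growth of Ba/F3 cells driven by EpoR plus mutant JAK2; 0% = DMSO-treated cells and 100% = JAK inhibitor I control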
S1P4 antag = human S1P4 receptor antagonism; AID 1510; inhibition, % at 4.98 µM; S1P4-expressing cells, antagonist mode, reporter read-out; 220,000 tested, 0.26% active; in the data active = inhibition above about 29%;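 note: 0% = wells stimulated with agonist and 100% = vehicle wells without agonist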
m-calpain inh = calpain II (pig) inhibition; AID 1236; purified calpain II, fluorogenic peptide substrate, 30 min; 220,000 tested, 0.37% active; inhibition, % at 16 µM;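 active = inhibition above about 50%, limit read from the data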
PERK inhibitor = inhibitors of human PERK kinase; Q9NZJ5; CHO PERK-DD fusion, SEAP luminescence translation reporter; inhibition, % at 5.6 µM; 220,000 tested, 0.17% active; AID 1416;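 active = inhibition above the mean inhibition of all tested compounds plus 3 SD, set separately per screening campaign, cut at about 2.9% in these data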;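 note: PERK kinase domain activated by AP20187 dimerizer at 100 nM; 0% = DMSO with dimerizer and 100% = rapamycin at 8.4 µM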
EP2 modulator = EP2 receptor (human) modulation | P43116 | EP2-expressing cells, cAMP HTRF FRET, PGE2 co-stimulation | induction, % at 25 µM | 260,000 tested, 0.83% active | AID 940;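 active = compounds whose cAMP rise, as percent of the full-agonist control response, exceeds 60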;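 note: rat C6 glioma line stably carrying human EP2 under a CMV promoter; the protocol text gives 20 µM as final concentration; 100% = response of wells given 1 µM PGE2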
Target sequence (P43116 whole entry, looked up): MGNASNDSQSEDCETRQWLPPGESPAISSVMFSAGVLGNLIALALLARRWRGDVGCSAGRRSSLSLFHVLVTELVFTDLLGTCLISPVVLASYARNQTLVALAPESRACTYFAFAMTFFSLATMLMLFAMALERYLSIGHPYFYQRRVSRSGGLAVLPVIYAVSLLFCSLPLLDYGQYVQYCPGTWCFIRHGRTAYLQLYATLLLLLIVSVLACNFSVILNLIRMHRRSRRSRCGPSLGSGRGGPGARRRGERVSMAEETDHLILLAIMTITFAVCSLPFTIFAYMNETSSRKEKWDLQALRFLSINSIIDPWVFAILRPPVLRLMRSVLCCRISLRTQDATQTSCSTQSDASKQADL
TRPML3 ag = human mucolipin-3 channel agonism; Q8TDD5; HEK293 TRPML3-YFP, Fluo-8 calcium fluorescence; 100% = the carbachol control signal; activation, % at 3 µM; 220,000 tested, 0.29% active;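 active = activation above its plate's cutoff, the mean activation of the plate's test wells plus 3 SD, cut at about 12% in these data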;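 note: 0% = DMSO only wells and 100% = carbachol wells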
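system = HEK293 cells stably carrying human TRPML3-YFP | doses = one concentration, 3 µM nominal, 0.3% DMSO | timing = dye loading 1 h 37 °C then 30 min ambient, 125 s read | detection = Fluo-8 calcium dye fluorescence, ex 470-495, em 515-575 nm | benchmarks = high control carbachol 87 µM, low control DMSO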
BaF3 tox = counter-screen for JAK2V617F inhibitors: parental Ba/F3 viability inhibitors; 220,000 tested, 1.1% active; CellTiter-Glo ATP luminescence; inhibition, % at 5.6 µM;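 active = inhibition above a per-campaign cutoff, the mean inhibition of all tested compounds plus 3 SD, cut at about 27% in these data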;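 note: 0% = DMSO wells and 100% = JAK Inhibitor I control wells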
Starred values were filed as active, the others as inactive; i = inactive; . = not tested or not shown; & = joins results of further samples. An unsorted share of the library; about 3.6% have a hit in one of these screens.

SMILES	zfTRPN1 agonist	S1P4 agonist	Ba/F3 V617F tox	S1P4 antag	m-calpain inh	PERK inhibitor	EP2 modulator	TRPML3 ag	BaF3 tox
CC1CCCC(C)N1c1nnc(NC(=O)Cn2c(=O)oc3ccccc32)s1 (stereo not given)	1.1	0.3	-3	-1	-25	0.4	-2	0.8	8
O=C(C(Cc1ccccc1)n1cccc1)N1CCCCC1 (stereo not given)	-1.1	-1.4	-4	-16	-39	0.6	16	-0.7	3
O=C(CN(CCc1ccccc1)C(=O)CNS(=O)(=O)c1ccc(F)cc1)NCc1ccco1	1.7	1.9	1	-8	-15	0.1	15	-0.2	5
COc1ccc(NC(=O)C2(c3ccc(NC(=O)c4ccc(OC(C)=O)cc4)cc3)CCCC2)cc1	5.3	1.1	2	-2	5	1.3	27	0.8	10
Cc1cccc(-c2noc(CN(C(=O)c3ccc(Br)o3)C(C)C)n2)c1	-1.0	-0.1	-1	14	16	0.8	30	0.1	4
N#CC1=C2Nc3ccccc3N2C(=O)NC1(c1ccccc1)C(F)(F)F (stereo not given)	-0.7	-3.4	-2	-21	-12	-0.5	-16	-0.7	4
O=C(COC(=O)COc1ccc(Nc2ccccc2)cc1)NCc1ccco1	-1.9	-2.2	-6	17	-42	1.9	-3	-1.7	1
Cc1ccc(NC(=O)c2c(NC(=O)CCC(=O)O)sc3c2CCCCC3)cc1	-0.3	1.3	-1	-17	-108	0.3	-21&12	0.3	2
O=C(O)CSc1nnc(-c2ccccc2)o1	1.4	1.6	0	-15	-5	1.6	16	0.7	4
O=C(/C=C/c1ccco1)NCCCN1CCN(CCCNC(=O)/C=C/c2ccco2)CC1	-1.2	1.4	0	-23	12	0.5	13	0.2	4
CCCCn1c(=O)[nH]c(=O)c2c1nc(CN1C(=O)c3ccccc3S1(=O)=O)n2CCC	-0.1	0.3	0	-6	-116	-0.3	17	-0.4	3
O=c1c2ccccc2nc(SCc2cc(F)ccc2F)n1C1CCCC1	1.5	0.0	-2	-1	17	-1.1	37	1.3	0
COc1ccc(N/C(C)=C2/C(=O)C(=O)N(CCO)C2c2ccc(Br)cc2)cc1 (stereo not given)	0.6	0.4	2	2	1	0.9	-1	0.7	2
CCOc1ccccc1C(=O)Nc1nncs1	0.4	-1.8	-2	-9	-7	-0.5	4&-14	0.4	4
Cc1ccccc1Nc1nc(N)nc(CSc2ccccc2)n1	-3.1	-0.5	-4	-5	8	0.0	-18	0.1	2
Cc1ccnc(NS(=O)(=O)c2ccc(C(C)(C)C)cc2)c1	0.4	0.1	-2	3	-41	0.7	-1	-0.9	1
O=C(Nc1ccc(N2CCOCC2)cc1)c1cc2c(s1)CCCCC2	1.4	-0.2	1	-8	-36	0.1	7	0.1	6
CCCCCCC1CC(CC(=O)Nc2ccc([N+](=O)[O-])cc2)C(=O)O1 (stereo not given)	0.4	-0.5	0	6	-3	0.6	-25	0.3	5
N#CCOC(=O)/C=C/c1ccc2c(c1)OCO2	-0.2	0.3	0	8	-58	0.8	-3	0.6	4
CCOc1ccc(N2C(=O)CC(N(CCc3ccccc3)C(=O)/C=C/C(=O)O)C2=O)cc1 (stereo not given)	0.2	0.9	-3	-9	-31	1.9	-2	0.3	4
c1ccc(Nc2ccc(-n3ccnc3)nn2)cc1	1.1	2.0	1	-13	-7	0.5	-8	0.4	7
CC1CCCN(C(C(=O)Nc2ccc(C(C)C)cc2)c2ccc3c(c2)OCO3)C1 (stereo not given)	0.6	-0.1	-2	8	0	0.6	-6	-1.0	12
O=C(O)C1C2C=CC(C2)C1C(=O)N1CCN(CCO)CC1 (stereo not given)	0.9	2.8	1	-14	-16	1.2	0	0.2	9
Cn1nnnc1SCC(=O)Nc1cccc(S(=O)(=O)N2CCCC2)c1	1.1	0.5	-1	-14	-25	1.7	8	1.9	2
COc1ccc(OC)c(C(=O)c2ccc(C(=O)Nc3cccc4ccccc34)cc2)c1	0.5	-2.5	4	-8	22	0.8	-24	1.1	6

New compounds follow:
SMILES	zfTRPN1 agonist	S1P4 agonist	Ba/F3 V617F tox	S1P4 antag	m-calpain inh	PERK inhibitor	EP2 modulator	TRPML3 ag	BaF3 tox
CCN(CC(=O)NC1CCS(=O)(=O)C1)c1nc(-c2cccnc2)nc2ccccc12 (stereo not given)	0.0	-0.5	2	-29	-21	-0.2	22	0.5	5
Cc1nnc(NC(=O)C2C3C=CC(O3)C2C(=O)O)s1 (stereo not given)	0.8	-1.7	-1	-1	0	1.7	11	1.4	4
COc1cc(OC)cc(-c2cc(NC(C)=O)n[nH]2)c1	0.9	-1.0	0	2	-8	1.4	-1	0.4	8
CC(C)(C)c1nc(SCC(=O)Nc2nc3c(s2)CCCC3)c2ccccc2n1	-0.3	1.2	-5	-4	19	1.1	47&42	1.0	2
Cc1cccc(NC(=O)c2ccccc2O)c1C	2.5	0.1	4	13	-2	-1.0	-9	1.0	3
COc1ccc(N2C(=O)CCC2(C(N)=O)c2ccccc2)cc1 (stereo not given)	1.0	-1.7	6	0	12	-0.3	6	0.5	2
O=C(O)c1ccc2c(=O)[nH]c(CCl)nc2c1	0.0	-1.4	-4	-8	-3	-0.1	18	0.8	1
CS(=O)(=O)N1CCN=C1SCc1ccc([N+](=O)[O-])cc1	-1.7	-0.4	2	4	-32	1.3	6	-0.4	6
CC(C)N(C1=N/C(=C\c2ccco2)C(=O)N1c1ccccc1)C(C)C	0.0	1.6	-2	7	-14	0.4	32	0.6	6
COc1ccc(/C=N/NC(=O)c2[nH]c3ccc(Br)cc3c2-c2ccccc2)cc1	0.7	-3.9	96*	18	-414	-0.7	0	0.3	93*
Cc1ccc(C(=O)c2ccccc2C(=O)OCC(=O)Nc2ccc(SC(F)F)cc2)cc1	2.6	0.3	-3	-9	32	-0.4	21	1.6	6
COC(=O)N/N=C(\C)c1ccc2ccccc2c1OC(F)F	-1.5	0.4	2	-1	-1	-0.1	11	0.4	5
O=[N+]([O-])c1ccc2nc(CCCO)[nH]c2c1	-0.8	-0.5	-3	-9	8	1.6	-4	-0.4	-1
Cc1cccc(CN(CC(=O)N/N=C/c2cccs2)S(=O)(=O)c2ccc(Cl)cc2)c1	-0.1	0.8	0	3	18	-0.3	8	0.0	6
COc1ccc(CNC(=O)CN(c2cccc([N+](=O)[O-])c2)S(C)(=O)=O)cc1	1.6	0.6	-7	-8	-10	0.1	22	0.2	3
O=S(=O)(NCCSCc1ccc(Cl)c(Cl)c1)c1ccc2c(c1)OCCO2	1.0	-0.8	4	-15	.	-0.1	.	-1.0	4
OC(COc1ccccc1)CN1CCN(CC(O)COc2ccccc2)CC1 (stereo not given)	0.5	2.7	4	2	-26	0.1	20	1.1	7
O=C(CC1C(=O)NCCN1C(=O)Nc1ccccc1)Nc1cccc(C(F)(F)F)c1 (stereo not given)	-0.6	-0.1	-3	-11	-31	0.2	-2	-0.1	1
Cc1cc2c(c(=O)n1Cc1ccccn1)C(C(C)C)C(C#N)=C(N)O2 (stereo not given)	1.3	0.9	0	5	-27	0.1	40	0.2	3
CC(C)CCNC(=O)C1CCN(S(=O)(=O)c2ccc3c(c2)CCC(=O)N3)CC1	0.1	2.3	-2	-23	-4	-1.1	9	0.6	3
Cc1nc2nc(SCC(=O)NCCCN3CCOCC3)nn2c(C)c1Cc1ccccc1	0.0	1.4	0	9	-10	0.2	-2	0.7	3
CC(C)n1nc(C(=O)Oc2cc(Cl)ccc2Cl)c2ccccc2c1=O	-1.3	-0.8	-3	5	-2	0.2	24	0.8	2
COC(=O)COc1ccc(=O)n(-c2ccccc2)n1	0.5	1.0	-3	-14	-17	1.0	-18	0.8	-1
CCN(CC)C(=O)c1ccccc1NC(=O)c1cccc(S(=O)(=O)N(CC)CC)c1	0.6	2.1	0	2	-8	-0.1	12	-0.1	5
c1cncc(-c2nc3cc4ccccc4cc3[nH]2)c1	1.6	0.8	1	-15	i	0.2	-112&-48	0.8	9

Full records as entered above. Order of values: zfTRPN1 agonist	S1P4 agonist	Ba/F3 V617F tox	S1P4 antag	m-calpain inh	PERK inhibitor	EP2 modulator	TRPML3 ag	BaF3 tox
`CCN(CC(=O)NC1CCS(=O)(=O)C1)c1nc(-c2cccnc2)nc2ccccc12` (stereo not given) in the list: 0.0	-0.5	2	-29	-21	-0.2	22	0.5	5
`CC(C)(C)c1nc(SCC(=O)Nc2nc3c(s2)CCCC3)c2ccccc2n1` in the list: -0.3	1.2	-5	-4	19	1.1	47&42	1.0	2
`O=C(O)c1ccc2c(=O)[nH]c(CCl)nc2c1` in the list: 0.0	-1.4	-4	-8	-3	-0.1	18	0.8	1
`CC(C)CCNC(=O)C1CCN(S(=O)(=O)c2ccc3c(c2)CCC(=O)N3)CC1` in the list: 0.1	2.3	-2	-23	-4	-1.1	9	0.6	3

(next part)
SMILES	zfTRPN1 agonist	S1P4 agonist	Ba/F3 V617F tox	S1P4 antag	m-calpain inh	PERK inhibitor	EP2 modulator	TRPML3 ag	BaF3 tox
CCC(C)(c1ccc(C(=O)OC)s1)c1ccc(C(=O)OC)s1	1.8	0.0	-1	1	10	-0.4	-15	-0.1	4
Cc1cc(Nc2ccc3c(c2)OCCO3)c2ccccc2n1	0.1	0.1	3	-7	22	0.1	-45	-0.1	8
C=CCOC(=O)c1ccc(-n2cnc(C)n2)nc1	0.3	-3.0	-1	1	9	-0.2	6	1.5	-1
O=C(NC1CCCCC1)c1ccc(S(=O)(=O)NCc2cccnc2)cc1	2.6	-2.3	-2	-9	32	0.0	-24&3	0.9	0
CCOc1ccccc1/C=C(/NC(=O)c1ccccc1)C(=O)NC(C)c1ccccc1 (stereo not given)	-1.1	0.8	-3	-14	2	-0.3	24	-0.3	1
COc1ccccc1CNc1ncnc2cc(Cl)ccc12	1.5	-0.4	5	-11	7	0.9	41	1.6	4
Nn1c(SCC(=O)N2CCN(S(=O)(=O)c3ccc(Cl)cc3)CC2)nnc1-c1cccs1	-1.9	-1.2	-4	-17	-13	-0.8	1	-0.6	0
COCCn1c(SCC(=O)N(C)C2CCS(=O)(=O)C2)nc2ccccc2c1=O (stereo not given)	0.5	-2.9	6	-22	16	0.2	-11	0.7	7
CCOC(=O)c1cnn2c(C(F)(F)F)cc(-c3ccccc3)nc12	-0.4	0.7	1	-21	-203	0.0	-25	-0.2	8
COC(=O)COc1cccc(NC(=O)c2cc(OC)cc(OC)c2)c1	-0.7	0.7	1	-18	21	1.3	9	0.0	8
COc1ccc(C2C(=O)c3ccccc3C2=O)cc1	-0.3	-1.8	-6	-3	-1	1.1	7&12	0.9	-2
N#Cc1c(NC(=O)CSc2nnc(-c3ccccc3O)n2-c2ccccc2)sc2c1CCCC2	0.0	0.1	3	-1	-208	-0.4	8	-0.3	7
Cc1cc(C(=O)Nc2nnc(C(F)(F)F)s2)no1	1.1	-0.7	-3	-18	7	1.2	20	1.1	4
C=CCOC(=O)/C(=C\C=C\c1ccccc1)NC(=O)c1ccccc1	-1.0	3.0	-2	-129	3	-0.8	1	-0.5	1
COc1cc(C(=O)OCC(=O)Nc2c(F)cccc2F)cc(OC)c1C	-0.6	1.4	-3	-15	-34	1.5	30	-0.4	1
O=C(c1cccc(-n2cnnn2)c1)N1CCOCC1	0.3	2.1	0	-13	-3	1.4	26	1.0	3
CCOC(=O)c1ccc(Nc2cc(C)nc(-c3ccccc3O)n2)cc1	1.4	-1.3	3	0	-412	-0.9	0	0.5	4
COc1ccc(N2CCN(C(=O)c3cccc(Cn4cc(Cl)cn4)c3)CC2)cc1	0.1	-2.9	-3	-11	-23	-0.2	-12	0.0	3
